Source: PubChem BioAssay
Kir21 inh – Kir2.1 (mouse) channel inhibition. 0.85% of 310,000 active. B-score at 10 µM. P35561. HEK293-Kir2.1, FluxOR thallium flux fluorescence; active compounds read low. AID 1672;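 active means fluorescence ratio B-score at or below minus 3 SD of library scores, with starting-brightness B-score within 2 SD, cut at about -4.2 in these data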;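 further: channel flux triggered by added potassium and thallium sulfate stimulus; B-score of peak minus minimum fluorescence over baseline after thallium stimulus; more negative B-score means stronger Kir2.1 block with less thallium influx; some compounds called inactive have numbers as strong as hits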
KCNQ2 inh – KCNQ2 potassium channel inhibitors, primary screen, cell-based, CHO-K1, FluxOR thallium flux, B-score (AID 2156) | O88943 | 20 min; active compounds read low | B-score at 10 µM | 1.1% of 310,000 active;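 active means fluorescence ratio B-score at most minus 3 library SDs, with starting brightness B-score within 2 library SDs, cut at about -5.5 in these data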
Target sequence (O88943 whole entry, looked up): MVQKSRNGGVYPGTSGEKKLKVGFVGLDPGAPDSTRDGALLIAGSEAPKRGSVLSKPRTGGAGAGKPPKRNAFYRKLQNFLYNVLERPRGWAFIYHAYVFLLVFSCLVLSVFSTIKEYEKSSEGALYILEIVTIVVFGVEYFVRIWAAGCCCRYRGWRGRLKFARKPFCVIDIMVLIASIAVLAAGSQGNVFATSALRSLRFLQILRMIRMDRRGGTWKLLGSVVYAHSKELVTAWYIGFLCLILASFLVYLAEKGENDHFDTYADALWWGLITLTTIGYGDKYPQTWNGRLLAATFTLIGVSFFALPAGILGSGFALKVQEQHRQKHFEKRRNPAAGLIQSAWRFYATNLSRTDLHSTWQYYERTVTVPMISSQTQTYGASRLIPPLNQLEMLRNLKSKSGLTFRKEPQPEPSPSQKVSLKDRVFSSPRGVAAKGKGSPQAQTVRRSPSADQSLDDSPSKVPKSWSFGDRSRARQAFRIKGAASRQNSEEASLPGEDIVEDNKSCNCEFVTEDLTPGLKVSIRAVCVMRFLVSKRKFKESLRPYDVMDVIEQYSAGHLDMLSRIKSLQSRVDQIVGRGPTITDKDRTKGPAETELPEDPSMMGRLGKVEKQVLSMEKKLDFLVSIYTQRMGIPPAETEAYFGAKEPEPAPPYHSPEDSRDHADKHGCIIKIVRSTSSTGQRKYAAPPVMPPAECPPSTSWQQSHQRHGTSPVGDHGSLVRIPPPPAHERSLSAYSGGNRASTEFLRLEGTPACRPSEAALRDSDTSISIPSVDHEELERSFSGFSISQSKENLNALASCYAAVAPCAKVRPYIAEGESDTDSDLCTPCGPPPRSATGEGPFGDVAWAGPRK
Starred values were filed as active, the others as inactive.

O=C1Nc2cc(S(=O)(=O)N3CCCC3)ccc2N2CCCC12 (stereo not drawn) was read as Kir21 inh 0.9 and KCNQ2 inh inactive.
C1CCN(c2nc(N3CCCC3)nc(N3CCNCC3)n2)C1 was read as Kir21 inh -0.54 and KCNQ2 inh inactive.
O=C(O)c1cccc(NS(=O)(=O)c2ccc(C3CCCCC3)cc2)c1 was read as Kir21 inh 0.09 and KCNQ2 inh inactive.
For CCN(CC)NC(=O)Nc1ccccc1 the results were Kir21 inh 1.1 and KCNQ2 inh inactive.
Cc1cccc2cc(C#N)c(SCC(=O)NNC(=O)Cc3ccccc3)nc12 was read as Kir21 inh 0.03 and KCNQ2 inh inactive.
`COc1ccc(CN(C(=O)/C=C/c2ccco2)C2CCS(=O)(=O)C2)cc1` (stereo not drawn) gave Kir21 inh 0.03 and KCNQ2 inh inactive.
For CCCN(CCC)CCNc1c(N2CCN(C(=O)OCC)CC2)c(=O)c1=O the results were Kir21 inh -0.01 and KCNQ2 inh inactive.
Screening CNc1oc(-c2ccc(OCc3ccccc3)cc2)nc1C#N returned Kir21 inh -0.42 and KCNQ2 inh inactive.
`CCOC(=O)C1CCCN(C(=O)c2ccc3c(c2)NC(=O)C(N2CCOCC2)S3)C1` (stereo not drawn) gave Kir21 inh 0.88 and KCNQ2 inh inactive.
`O=C(COC(=O)C1CC1)Nc1ccc2[nH]c(=O)[nH]c2c1` gave Kir21 inh -0.91 and KCNQ2 inh inactive.
O=C(O)C(Cc1cc2ccccc2[nH]1)N1C(=O)C2CC=C(Cl)CC2C1=O (stereo not drawn) was read as Kir21 inh -0.05 and KCNQ2 inh inactive.
`CCNS(=O)(=O)c1ccc(CCC(=O)NCc2ccccn2)cc1` gave Kir21 inh -2.02 and KCNQ2 inh inactive.
Cc1ccc([N+](=O)[O-])cc1NC(=O)Cc1cccs1 was read as Kir21 inh 1.31 and KCNQ2 inh inactive.
COc1ccc(-n2c(SCC(N)=O)nnc2-c2ccco2)cc1 was read as Kir21 inh 0.13 and KCNQ2 inh inactive.
CCOC(=O)COc1ccccc1/C=N/Nc1nnc2c3ccccc3n(C)c2n1 was read as Kir21 inh 1.44 and KCNQ2 inh inactive.
Screening CCOC(=O)C1=C(C)N=C2c3ccccc3C(=O)C2C1c1ccccc1 (stereo not drawn) returned Kir21 inh -0.04 and KCNQ2 inh inactive.
Screening COc1ccc(C(CNC(=O)c2ccc(-n3cnnn3)cc2)N2CCOCC2)cc1 (stereo not drawn) returned Kir21 inh -0.02 and KCNQ2 inh inactive.
`CCC(C)(C)NC(=O)COc1ccc(C(=O)c2ccccc2)cc1` gave Kir21 inh -0.16 and KCNQ2 inh inactive.
Cc1cc(Cl)ccc1OC(C)C(=O)NN1C(=O)c2ccccc2C1=O (stereo not drawn) was read as Kir21 inh -0.02 and KCNQ2 inh inactive.
For CCC1COCCS(=O)(=O)N1Cc1cccc(Cl)c1 (stereo not drawn) the results were Kir21 inh -2.07 and KCNQ2 inh inactive.

Ordered by count of non-hydrogen atoms (rising): part of the list above
Cc1ccc([N+](=O)[O-])cc1NC(=O)Cc1cccs1 was read as Kir21 inh 1.31 and KCNQ2 inh inactive.
`O=C(COC(=O)C1CC1)Nc1ccc2[nH]c(=O)[nH]c2c1` gave Kir21 inh -0.91 and KCNQ2 inh inactive.
Screening CNc1oc(-c2ccc(OCc3ccccc3)cc2)nc1C#N returned Kir21 inh -0.42 and KCNQ2 inh inactive.

(cont.)
S=C(NCc1ccccc1)NCc1ccccc1Cl was read as Kir21 inh -1.94 and KCNQ2 inh inactive.
`Cc1ccc(-c2cc(C(=O)Nc3cccc(S(=O)(=O)N(C)C)c3)c3ccccc3n2)o1` gave Kir21 inh 0.24 and KCNQ2 inh inactive.
For Brc1ccc(-c2nnc3sc(CN4CCN(c5ccccc5)CC4)cn23)cc1 the results were Kir21 inh 2.31 and KCNQ2 inh inactive.
O=C(O)c1cn(C2CCCCC2)c2ccccc2c1=O was read as Kir21 inh 0.49 and KCNQ2 inh inactive.
Screening CCOc1ccccc1NC(=S)N(CCC(C)C)C1CCN(C(C)=O)CC1 returned Kir21 inh 1.36 and KCNQ2 inh inactive.
COc1ccc2nc(N)sc2c1 was read as Kir21 inh 0.47 and KCNQ2 inh inactive.
Screening O=C(NCc1ccncc1)C(=O)N/N=C/c1ccc(OCc2ccccc2)cc1 returned Kir21 inh 1.08 and KCNQ2 inh inactive.
`CCCS(=O)(=O)c1cnc(C2COc3ccccc3O2)nc1N` (stereo not drawn) gave Kir21 inh 0.01 and KCNQ2 inh inactive.
Screening COc1ccc(O[C@H]2C=C[C@@H](c3ccccc3)O[C@@H]2COC(=O)CC/C(C)=N/O[C@@H](C)CN2CCCCc3nc(C)c(C)cc32)cc1 returned Kir21 inh -0.46 and KCNQ2 inh inactive.
COC(=O)CSCC(=O)Nc1nnc(-c2cccc(C)c2)s1 was read as Kir21 inh 1.01 and KCNQ2 inh inactive.
Screening O=C(Cn1cnc2ccccc21)Nc1cccc([N+](=O)[O-])c1 returned Kir21 inh 0.28 and KCNQ2 inh inactive.
Screening CCCc1ccc(Oc2coc3cc(OCC(=O)Nc4ccccc4C)ccc3c2=O)cc1 returned Kir21 inh -0.47 and KCNQ2 inh inactive.
`Cc1ccccc1OCC(=O)Nc1nc(C)c(C(=O)N(C)C)s1` gave Kir21 inh 1.1 and KCNQ2 inh inactive.
Cc1ccc(N(Cc2ccco2)C(=O)c2ccc(N3CCCCC3)c([N+](=O)[O-])c2)cc1 was read as Kir21 inh 0.87 and KCNQ2 inh -7.11*.
Screening COc1ccc(NC(=O)CSc2nnc(-c3ccoc3C)n2CCc2ccccc2)cc1 returned Kir21 inh -2.71 and KCNQ2 inh inactive.
For CCOC(=O)C1=C(C)OC(N)=C(C#N)C1c1ccc(OC)c(C)c1OC (stereo not drawn) the results were Kir21 inh -1.45 and KCNQ2 inh inactive.
Screening COc1ccc(OC)c(-c2csc(NC(=O)CSc3nnnn3C)n2)c1 returned Kir21 inh 0.8 and KCNQ2 inh inactive.
CCCCNC(=O)[C@H]1C[C@H]1[C@@H](O)[C@H](CO)NC(=O)[C@H](CC(C)C)NC(=O)OC(C)(C)C was read as Kir21 inh -0.58 and KCNQ2 inh inactive.
Screening CCc1ccc(C(=O)Nc2cccc(-c3nn[nH]n3)c2)s1 returned Kir21 inh -0.1 and KCNQ2 inh inactive.
`CCN(CC)CCn1c(N)c(S(=O)(=O)c2ccccc2)c2nc3ccccc3nc21` gave Kir21 inh -1.2 and KCNQ2 inh inactive.
Screening COCCNC(=O)C(c1ccc(C)cc1)N(C(=O)CCC(=O)Nc1ccccn1)c1cccc(C)c1 (stereo not drawn) returned Kir21 inh 1.18 and KCNQ2 inh inactive.
CSc1cccc(NC(=O)C2CCN(S(=O)(=O)c3ccc(F)cc3)CC2)c1 was read as Kir21 inh 0.02 and KCNQ2 inh inactive.
`Cc1ccc(-c2[nH]c(=S)[nH]c(=O)c2C#N)cc1` gave Kir21 inh 0.18 and KCNQ2 inh inactive.
`Cc1ccc(OCC(=O)Nc2ccccc2Sc2ccccc2)c([N+](=O)[O-])n1` gave Kir21 inh -0.01 and KCNQ2 inh inactive.
`O=C(NC(NC(=S)Nc1c(Cl)cccc1Cl)C(Cl)(Cl)Cl)c1cccc([N+](=O)[O-])c1` (stereo not drawn) gave Kir21 inh 0.95 and KCNQ2 inh inactive.
Cc1ccc(-n2c(N)c(C#N)c(-c3ccccc3)c(C#N)c2=O)cc1 was read as Kir21 inh -1.64 and KCNQ2 inh inactive.
`CCn1c(COc2ccccc2)nnc1SCC(=O)CC(=O)Nc1ccccc1OC` gave Kir21 inh -0.02 and KCNQ2 inh inactive.
`CCOc1ccc(-c2nc(N)ncc2-c2ccccc2)c(O)c1` gave Kir21 inh 0.72 and KCNQ2 inh inactive.
O=C(NCc1ccccc1)C1(C(F)(F)F)C/C(=C\CCO)CCCO1 (stereo not drawn) was read as Kir21 inh -1.5 and KCNQ2 inh inactive.
COc1ccccc1NC(=O)c1ccc2c(c1)N(CC(=O)NC(C)C)C(=O)C(C)(C)O2 was read as Kir21 inh 0.33 and KCNQ2 inh inactive.
`Cc1occc1-c1nnc(SCCNCCO)o1` gave Kir21 inh -0.38 and KCNQ2 inh inactive.
Screening O=C(CC1OC(=O)c2ccccc21)c1ccco1 (stereo not drawn) returned Kir21 inh 0.43 and KCNQ2 inh inactive.
CCOc1ccc(S(=O)(=O)NCc2ccncc2)cc1NC(=O)c1ccccc1F was read as Kir21 inh -0.04 and KCNQ2 inh inactive.
CC(=O)N1CCc2c(sc(NC(=O)CS(=O)(=O)c3ccc(F)cc3)c2C#N)C1 was read as Kir21 inh 1.8 and KCNQ2 inh inactive.
For Cc1noc(C)c1S(=O)(=O)N1CCCC(C(=O)c2cccc(OC(C)C)c2)C1 (stereo not drawn) the results were Kir21 inh -1.79 and KCNQ2 inh inactive.
`COc1ccc(NC(=O)COC(=O)c2cc(OC)c(OC)cc2NC(=O)c2ccco2)cc1OC` gave Kir21 inh 0.04 and KCNQ2 inh inactive.
Cc1cc(C)cc(NS(=O)(=O)c2c(C(=O)N3CCOCC3)c(C)n(C)c2C)c1 was read as Kir21 inh -0.17 and KCNQ2 inh inactive.
For CCOc1ccc(N2CC(C(=O)N3CC(C)OC(C)C3)CC2=O)cc1 (stereo not drawn) the results were Kir21 inh -0.73 and KCNQ2 inh inactive.
`Cc1ccc(Cn2c(N3CCNCC3)nc3c2c(=O)[nH]c(=O)n3C)cc1` gave Kir21 inh 1.05 and KCNQ2 inh inactive.
Screening C/C(=N\NC(=S)NCc1ccccc1)c1cccc(Br)c1 returned Kir21 inh 0.73 and KCNQ2 inh inactive.
For CCOc1ccccc1NC(=O)C(=O)CC(=O)c1ccc(OC)cc1 the results were Kir21 inh 0.01 and KCNQ2 inh inactive.
`Cc1c(C(=O)N2CCCCC2)sc(NC(=O)c2ccco2)c1C#N` gave Kir21 inh -0.07 and KCNQ2 inh inactive.
Cc1cc(=O)oc2cc(OCC(=O)N3CCC(O)CC3)c(Cl)cc12 was read as Kir21 inh 0.01 and KCNQ2 inh inactive.
Screening Cc1cc(C(=O)NN)c(Cl)cc1Cl returned Kir21 inh 0.2 and KCNQ2 inh inactive.
`Nc1nonc1N/N=C\c1ccccc1` gave Kir21 inh -0.33 and KCNQ2 inh inactive.
C=CCNC(=O)/C(=C/c1ccco1)NC(=O)c1ccc(Br)o1 was read as Kir21 inh -0.12 and KCNQ2 inh inactive.
`COc1ccc(C(=O)C2CCN(CC(=O)Nc3ccc(OC)cc3OC)CC2)cc1` gave Kir21 inh -0.24 and KCNQ2 inh inactive.
For COc1ccc(NC(C)C(=O)Nc2ccc(C(C)(C)C)cc2)cc1Cl (stereo not drawn) the results were Kir21 inh -0.02 and KCNQ2 inh inactive.
For Cc1ccccc1SC1CCN(Cc2nc(C3CC3)no2)CC1 the results were Kir21 inh 0.23 and KCNQ2 inh inactive.
Screening O=C(NCCS(=O)(=O)NC1CCCCC1)c1ccccc1 returned Kir21 inh -2.07 and KCNQ2 inh inactive.
Screening N#C/C(=C(/O)COC(=O)CSc1ccc(Cl)cc1)c1nc2ccccc2[nH]1 returned Kir21 inh -2.25 and KCNQ2 inh inactive.
O=C(CSc1nnc(-c2ccncc2)n1Cc1ccccc1)NC1CCCCC1 was read as Kir21 inh 0.9 and KCNQ2 inh inactive.
`COC(=O)c1ccc2c(=O)[nH]c(COC(=O)c3c(-c4ccccc4)noc3C)nc2c1` gave Kir21 inh -0.38 and KCNQ2 inh inactive.
Clc1cccc(-c2nc(-c3ccccn3)no2)c1 was read as Kir21 inh 0.27 and KCNQ2 inh inactive.
Cn1c(SCCN2CCCCC2)nnc1-c1ccccc1Br was read as Kir21 inh 1.06 and KCNQ2 inh inactive.
Screening CCN(CC)c1nc(OCCNC(=O)Nc2ccccc2)nc(N(CC)CC)n1 returned Kir21 inh -5.31* and KCNQ2 inh inactive.
`COc1ccc(-n2c(SCC(=O)Nc3ccc(C(=O)O)cc3)nnc2-c2ccccc2)cc1OC` gave Kir21 inh 1.62 and KCNQ2 inh inactive.
`O=C(CSc1nnc(COc2ccc(F)cc2)o1)N1c2ccccc2CCc2ccccc21` gave Kir21 inh 1.58 and KCNQ2 inh -6.57*.
For CCOC(=O)/C=C1\SCC(=O)N1CC(=O)NCc1cccc(Cl)c1 the results were Kir21 inh -0.57 and KCNQ2 inh inactive.
COc1ccc(C)cc1S(=O)(=O)N1CCN(C(=O)c2ncoc2-c2ccc(F)cc2)CC1 was read as Kir21 inh -0.06 and KCNQ2 inh inactive.
Screening COc1ccc(S(=O)(=O)N(C)CC(=O)Nc2ccc(C(N)=O)cc2)cc1OC returned Kir21 inh 1.9 and KCNQ2 inh inactive.
O=C(Cc1c(F)cccc1Cl)NCCc1c[nH]c2ccccc12 was read as Kir21 inh 0.35 and KCNQ2 inh inactive.
For Cc1nc(C(=O)NNC(=O)c2ccc(Cl)cc2)cs1 the results were Kir21 inh -0.1 and KCNQ2 inh inactive.
Cc1ccc(C)c(OCc2cc(C(=O)N3CCC(N4CCCC(O)C4)CC3)no2)c1 (stereo not drawn) was read as Kir21 inh -0.27 and KCNQ2 inh inactive.

No new results follow: entries from further up.
For CCOC(=O)/C=C1\SCC(=O)N1CC(=O)NCc1cccc(Cl)c1 the results were Kir21 inh -0.57 and KCNQ2 inh inactive.
COc1ccc(C)cc1S(=O)(=O)N1CCN(C(=O)c2ncoc2-c2ccc(F)cc2)CC1 was read as Kir21 inh -0.06 and KCNQ2 inh inactive.
Screening COc1ccc(S(=O)(=O)N(C)CC(=O)Nc2ccc(C(N)=O)cc2)cc1OC returned Kir21 inh 1.9 and KCNQ2 inh inactive.
O=C(Cc1c(F)cccc1Cl)NCCc1c[nH]c2ccccc12 was read as Kir21 inh 0.35 and KCNQ2 inh inactive.
For Cc1nc(C(=O)NNC(=O)c2ccc(Cl)cc2)cs1 the results were Kir21 inh -0.1 and KCNQ2 inh inactive.
Cc1ccc(C)c(OCc2cc(C(=O)N3CCC(N4CCCC(O)C4)CC3)no2)c1 (stereo not drawn) was read as Kir21 inh -0.27 and KCNQ2 inh inactive.
